# High-throughput results: PubChem BioAssay, Sanford-Burnham Center for Chemical Genomics
# tim23-1 inh: growth inhibitors of tim23-1 mutant yeast, primary screen, luminescence, uHTS | inhibition, % at 20 µM | AID 463212, 2010 | actives 1.3% (n = 330,000) | S. cerevisiae tim23-1 growth, BacTiter-Glo luminescence, 24 h;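 active = growth inhibition of the mutant yeast at or above 50%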;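 also: temperature-sensitive mutant grown at 25 °C; plate controls were DMSO-treated mutant yeast for no effect and medium wells lacking yeast for full effect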
# TIM10 inh: growth inhibitors of isogenic TIM10 control yeast, primary screen, counter-screen for tim10-1 yeast inhibitor project, luminescence, uHTS | S. cerevisiae TIM10 strain growth, BacTiter-Glo luminescence, 24 h | inhibition, % at 10 µM | actives 1.4% (n = 330,000) | AID 463195, 2010;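 active = inhibition of 40% or more at the single tested concentration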;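 also: wild-type TIM10 isogenic control strain grown at permissive 25 °C; 0% = DMSO yeast wells and 100% = minimal medium wells without yeast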
# CXCR6 block: CXCR6 receptor inhibitors, primary screen, cell-based, beta-arrestin, luminescence, CHO-K1 PathHunter, 1536-well; C-X-C chemokine receptor type 6 (Homo sapiens), O00574; inhibition, % at 20 µM; actives 0.36% (n = 360,000); AID 602244, 2012; in the data active = inhibition above about 34%, passing the limit was not always enough;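 also: antagonist mode with CXCL16 agonist at 10 nM final; 0% = 10 nM CXCL16 with DMSO and 100% = unstimulated wells without agonist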
# Target sequence (O00574 whole entry, looked up): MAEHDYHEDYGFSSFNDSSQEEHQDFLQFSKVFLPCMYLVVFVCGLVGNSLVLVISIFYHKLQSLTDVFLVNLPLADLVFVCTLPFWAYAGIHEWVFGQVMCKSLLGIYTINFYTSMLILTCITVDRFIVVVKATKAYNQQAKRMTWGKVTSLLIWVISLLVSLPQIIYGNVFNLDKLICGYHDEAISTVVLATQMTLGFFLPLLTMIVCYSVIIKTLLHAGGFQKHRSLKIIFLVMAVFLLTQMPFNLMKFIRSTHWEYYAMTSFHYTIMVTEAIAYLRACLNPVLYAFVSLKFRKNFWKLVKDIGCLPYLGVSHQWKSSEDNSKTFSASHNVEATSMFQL
# APJ antag: antagonists of human apelin receptor APJ, primary screen, CHO-K1 cells, beta-arrestin complementation, luminescence; P35414; inhibition, % at 20 µM; actives 0.32% (n = 330,000); AID 2521, 2010;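 active = inhibition above about 40% at 20 µM, limit read from the data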;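 also: cells challenged with 10 nM apelin-13 agonist together with compound; plate controls were apelin-13 plus DMSO wells for no effect and DMSO wells lacking apelin-13 for full effect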
# Target sequence (P35414 whole entry, looked up): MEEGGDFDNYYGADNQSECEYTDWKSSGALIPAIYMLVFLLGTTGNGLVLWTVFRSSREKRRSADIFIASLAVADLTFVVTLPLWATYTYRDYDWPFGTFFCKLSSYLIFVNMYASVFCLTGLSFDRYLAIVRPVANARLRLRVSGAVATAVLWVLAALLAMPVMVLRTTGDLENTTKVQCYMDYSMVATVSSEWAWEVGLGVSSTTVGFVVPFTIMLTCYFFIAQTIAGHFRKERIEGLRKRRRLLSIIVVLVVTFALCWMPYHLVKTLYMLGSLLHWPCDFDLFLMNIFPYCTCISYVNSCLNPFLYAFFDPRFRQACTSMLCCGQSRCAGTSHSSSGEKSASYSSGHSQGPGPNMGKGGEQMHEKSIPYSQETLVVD
# Mdm2-MdmX inh: inhibitors of human Mdm2-MdmX association, primary screen, cell-based, luminescence, split luciferase, SaOS-2, uHTS; SaOS-2 split-luciferase Mdm2/MdmX complementation; inhibition, % at 8 µM; AID 485346, 2010; Protein Mdm4 (Homo sapiens) + E3 ubiquitin-protein ligase Mdm2 (Homo sapiens), …; actives 3% (n = 330,000);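 active = inhibition of at least 50% at 8 µM in the primary screen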
# tim10-1 inh: growth inhibitors of tim10-1 mutant yeast, primary screen, luminescence, uHTS; S. cerevisiae tim10-1 ts strain growth, BacTiter-Glo, 24 h; inhibition, % at 20 µM; actives 2.2% (n = 330,000);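 active = inhibition of at least 40%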;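 also: mutant grown at 25 °C; 0% = DMSO wells with yeast and 100% = wells holding no yeast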
# CHOP UPR activ: activators of apoptotic CHOP UPR arm, primary screen, cell-based, CHO-CHOP luciferase reporter, luminescence, uHTS; AID 449763, 2010; UPR activation; percent of tunicamycin response over DMSO baseline; activation, % at 10 µM; actives 0.34% (n = 330,000);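 active = at 10 µM dose, activation of 40% or more, normalized to positive control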;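 also: 100% = tunicamycin at 10 µg/mL and 0% = DMSO alone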
#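 assay system = CHO CHOP reporter cells | amount = 500 CHO-CHOP cells per well | buffer or medium = F12 with 10% FBS | incubation = 16-18 h cell attachment, then 6 h compound exposure, 37 °C | detection = luminescence read with Steady-Glo | read-out = percent activation relative to tunicamycin control | controls = tunicamycin high control, DMSO low control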
# XBP1 UPR activ: activators of adaptive XBP1 UPR arm, primary screen, cell-based, CHO-XBP1 luciferase reporter, luminescence, uHTS; IRE1-XBP1 UPR activation; percent of tunicamycin response, DMSO as zero; activation, % at 20 µM; actives 0.33% (n = 330,000);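 active = versus positive control, 20 µM dose yields 30% or more activation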;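 also: 100% = tunicamycin at 10 µg/mL and 0% = DMSO only wells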
#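 Material: CHO cell line with stable XBP1 luciferase reporter; schedule: 16-18 h cell attachment at 37 °C, then 6 h compound exposure; signal: glow luminescence from Steady-Glo reagent; medium: serum-containing F12 medium, 10% FBS; benchmarks: tunicamycin 10 µg/mL and vehicle-only wells; read-out: percent activation relative to tunicamycin reference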
# APJ agonist: agonists of human apelin receptor APJ, primary screen, CHO-K1 cells, PathHunter beta-arrestin, luminescence | P35414 | 0% DMSO wells, 100% apelin | activation, % at 20 µM | actives 0.11% (n = 330,000) | AID 2520, 2010;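 active = activation more than six SD over the plate average, tested at 20 µM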;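 also: 0% = DMSO alone and 100% = apelin-13 at 10 nM; some results filed as inactive read as strong as hits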
#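 Assay system – PathHunter CHO-K1 APJ (AGTRL-1) beta-arrestin reporter cells · Compound – one dose, 20 µM compound, 1% DMSO · Timing – compound 90 min 25 °C, reagent 1 h · Measured by – luminescence from split beta-galactosidase complementation, Galacton Star/Emerald II substrate · Measure – beta-arrestin recruitment to APJ as agonist activity, luminescent signal · Benchmarks – DMSO vs Apelin-13 10 nM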
# * = called active by the depositor. Some of the compounds tested (hit frequency here may not be typical).
SMILES,tim23-1 inh,TIM10 inh,CXCR6 block,APJ antag,Mdm2-MdmX inh,tim10-1 inh,CHOP UPR activ,XBP1 UPR activ,APJ agonist
CCN(CC)CCP(=O)(c1ccccc1)c1ccccc1,10.2,14.0,-1.1,13.6,-6.5,21.4,-2.0,-4.6,-5.5
O=C(NCCc1ccccc1)[C@@H]1CC=C[C@@H]2CCN(Cc3ccccc3)C(=O)[C@@H]21,17.6,5.2,9.4,-11.5,13.0,4.0,-1.1,1.2,-3.4
O=C(CSc1nnc(SCc2ccccc2)s1)NNC(=S)Nc1ccccc1,33.2,38.0,3.8,7.3,-1.3,45.5*,-1.2,0.4,-7.3
COCCCn1nnnc1SCC(=O)Nc1nc2ccccc2s1,-2.4,-4.3,10.1,1.1,2.5,-13.6,0.6,-0.5,-2.7
O=C(CN(Cc1ccccc1)C(=O)c1csnn1)NCc1ccccc1,7.6,10.0,2.4,-2.4,18.6,3.0,-1.5,4.6,-3.8
CCOC(=O)c1c(C)[nH]c(C(=O)NNC(=O)c2ccc(Br)cc2)c1C,13.3,-11.6,2.3,-1.6,6.4,-81.5,2.1,0.4,-2.1
O=[N+]([O-])c1cc(C(F)(F)F)ccc1Sc1ccccn1,20.5,14.8,-13.6,-11.0,3.9,17.9,1.3,-0.6,-4.1
Cc1cccc(/C(N)=N/OC(=O)c2ccc3c(c2)OCO3)c1,87.6*,82.6*,-13.7,-37.9,-10.6,74.6*,-1.4,-4.8,7.6
O=C1Nc2ccccc2C12OCCCO2,16.4,4.4,7.9,-0.4,30.2,11.7,-1.3,-2.7,-2.5
O=c1cc(CN2CCN(S(=O)(=O)c3ccccc3[N+](=O)[O-])CC2)nc2sccn12,-51.7,6.5,3.1,-0.9,22.2,-3.5,0.4,-3.3,-2.8
CCOC(=O)C(Cc1ccccc1)NC(=O)CCc1nnc2ccc(N3CCOCC3)nn12 (stereo unspecified),-14.3,-7.5,-9.1,13.7,-2.0,-11.3,0.6,-0.4,-5.6
CC1CC(C)CN(S(=O)(=O)c2ccc3c(c2)CCN3C(=O)CCC(=O)O)C1 (stereo unspecified),-10.1,6.7,-0.8,15.2,6.8,-7.8,0.9,-5.7,-1.0
Cc1ccc(S(=O)(=O)NCc2ccccc2)cc1C(=O)NCCc1ccc(S(N)(=O)=O)cc1,-6.8,3.5,7.5,-2.5,25.1,-12.2,-0.4,-2.5,-0.8
Cc1ccc(C2=NCCn3nc4cc(C(F)(F)F)ccc4c32)cc1,27.5,9.6,0.2,6.7,-2.6,15.4,0.7,4.0,4.1
COC(=O)c1cnc(Oc2c(Cl)cc(N)cc2Cl)cc1C(F)(F)F,29.8,12.6,-1.1,3.0,9.2,7.1,-1.4,-2.5,-0.7
CC(=O)c1c(C)[nH]c(C(=O)Nc2nccs2)c1C,7.0,3.6,0.3,-28.0,-10.3,11.1,3.2,0.1,-1.8
O=c1cc(Nc2ccc3c(c2)OCCO3)[nH]c(=O)n1C1CCCCC1,1.6,-4.4,-2.3,3.5,54.8*,-9.5,4.6,1.4,1.3
CC(=O)C1=C(C)NC(SCC(=O)c2ccc(F)cc2)=C(C#N)C1c1ccco1 (stereo unspecified),24.9,17.3,-0.3,-6.9,35.1,28.9,-1.5,2.3,2.7
Oc1c(Br)cc(Br)cc1/C=N/c1nc2c(s1)CCCC2,76.0*,41.5*,8.0,2.1,21.5,52.7*,-2.9,0.1,5.3
COc1ccc(C(=O)CSc2n[nH]c(N)n2)cc1,4.1,-12.5,-0.7,2.6,-0.7,16.5,1.1,0.5,-1.1
CSc1ncc(C(=O)Nc2ccc(Cl)cc2)c(C)n1,-12.0,7.0,-5.8,-0.9,5.9,5.8,1.0,-1.2,-2.4
CCCCNc1nc2cccnc2s1,-0.7,-2.0,11.9,-2.7,-37.1,-4.1,3.5,3.7,1.6
Cc1ccc(N2C(=O)C(CN(C)C)C2c2ccccc2)cc1 (stereo unspecified),6.0,-7.3,1.5,-17.8,-8.3,-0.2,-1.5,2.4,-6.6
CCCCC(=O)Nc1nnc(/C=C/c2ccc(OC)cc2)s1,17.3,-4.8,-3.8,9.5,31.9,17.8,2.5,0.4,-0.2
Cc1cc(S(=O)(=O)n2ccnc2)c(Cl)cc1Cl,-0.5,-3.7,-0.6,-2.7,-25.3,-11.4,-0.5,-1.8,-3.0
COC(=O)c1ccccc1NC(=O)N1c2ccccc2Sc2ccccc21,25.7,-2.7,-4.2,8.9,24.4,20.5,0.3,0.1,1.3
CCCC(C)NC(=S)Nc1cc(C)cc(C)c1 (stereo unspecified),2.6,9.9,2.9,2.0,10.4,17.8,-0.7,-1.4,-1.5
CN(C)CCCNc1oc(/C=C/c2ccccc2)nc1C#N,15.7,-8.7,-8.1,-7.2,5.1,5.4,1.2,2.2,-2.0
CC1CCc2c(sc3nc(SCC(=O)NCc4ccco4)nc(N)c23)C1 (stereo unspecified),33.1,10.6,2.9,-6.7,3.1,25.8,3.0,0.5,-2.0
COc1cc(OC)cc(-c2c(C#Cc3ccsc3)c3cc(-c4ccc(CN5CCOCC5)cc4)ccc3n2C)c1,-2.4,4.7,-0.1,0.1,7.1,2.6,-0.7,-4.5,-3.2

# Three structures out of the list, ordered by count of non-hydrogen atoms, smallest number first:
SMILES,tim23-1 inh,TIM10 inh,CXCR6 block,APJ antag,Mdm2-MdmX inh,tim10-1 inh,CHOP UPR activ,XBP1 UPR activ,APJ agonist
Cc1cc(S(=O)(=O)n2ccnc2)c(Cl)cc1Cl,-0.5,-3.7,-0.6,-2.7,-25.3,-11.4,-0.5,-1.8,-3.0
CSc1ncc(C(=O)Nc2ccc(Cl)cc2)c(C)n1,-12.0,7.0,-5.8,-0.9,5.9,5.8,1.0,-1.2,-2.4
COc1cc(OC)cc(-c2c(C#Cc3ccsc3)c3cc(-c4ccc(CN5CCOCC5)cc4)ccc3n2C)c1,-2.4,4.7,-0.1,0.1,7.1,2.6,-0.7,-4.5,-3.2

# (next part)
SMILES,tim23-1 inh,TIM10 inh,CXCR6 block,APJ antag,Mdm2-MdmX inh,tim10-1 inh,CHOP UPR activ,XBP1 UPR activ,APJ agonist
CCSc1nnc2n(-c3ccc(OC)cc3)c(=O)c3c4c(sc3n12)CCCC4,33.3,27.8,15.7,3.9,11.2,16.9,-4.1,-3.4,-3.7
O=C(COc1ccc2c(c1)C(=O)CC1(CCCCC1)O2)NCc1ccccc1,22.3,25.3,2.9,-12.0,17.8,29.5,-0.8,-2.4,2.9
CCCCN(CCCC)Cc1ccc(N)cc1,21.1,-16.9,-6.7,-19.6,-18.8,3.4,1.0,0.7,-4.0
Cc1ccn2c(NC3CCCCC3)c(C)nc2c1,-4.9,6.6,-2.5,2.1,-9.7,11.9,0.4,1.0,-1.7
CCCCc1cc(=O)oc2cc(OCC(=O)N3C[C@H]4C[C@@H](C3)c3cccc(=O)n3C4)ccc12,-2.4,-6.3,-8.4,-34.2,18.5,-1.9,0.7,-2.8,-1.4
CCN(CC)S(=O)(=O)c1ccc(Cl)c(NC(=S)NC(=O)C2CCCC2)c1,35.9,19.1,10.3,20.4,50.3*,11.7,2.7,4.7,-3.5
O=C(O)CC/C(=N\Nc1ccc(S(=O)(=O)N2CCOCC2)cc1[N+](=O)[O-])c1cccs1,22.4,19.2,23.1,13.2,2.3,28.8,0.2,-1.1,-3.0
O=C(CCNC(=O)C1CCN(S(=O)(=O)c2ccccc2)CC1)NCc1ccccc1Cl,-9.1,-4.9,-2.0,20.5,-3.3,5.0,3.6,-3.1,-1.7
O=C(CCNC(=O)c1ccccc1Cl)Nc1ccccc1N1CCCC1,-2.2,-7.4,3.3,-33.4,25.4,-5.6,2.5,-4.5,-5.0
COC(=O)Cc1ccc(OC(=O)CCS(=O)(=O)c2ccc(Cl)cc2)cc1,24.3,27.9,-8.9,8.5,9.8,30.6,1.3,-0.4,-4.1
O=C(COC(=O)c1ccccc1NCCO)NCCC1=CCCCC1,3.1,-2.5,8.0,5.4,13.6,6.5,-2.1,-1.7,-4.0
COc1cccc(C(=O)NCCS(=O)(=O)NCc2ccccn2)c1,12.6,-8.5,0.4,22.6,39.3,-3.5,1.6,2.0,3.2
COc1cc2c(cc1OC)C(C)N(C(=O)Cn1ncc3c1-c1cc(C)ccc1OC3)CC2 (stereo unspecified),6.2,18.9,-3.6,-13.9,-1.2,25.1,-0.8,-1.2,-2.4
COc1ccc(CCNC(=O)COc2ccc(-c3ccc(C#N)cc3)cc2)cc1,-7.4,-8.1,3.7,-2.4,5.1,3.3,-0.6,-2.0,-0.4
O=C(O)c1ccc(Oc2cc(Oc3ccc(C(=O)O)cc3)cc([N+](=O)[O-])c2)cc1,8.6,3.6,-0.7,-23.8,-32.4,34.3,1.7,-3.7,-4.8
CCCSc1nc(=O)n2cc(C)ccc2n1,2.2,0.2,-3.3,-9.5,-25.0,0.8,2.0,-2.1,-1.0
CC(C)OC(=O)c1nnn(-c2nonc2N)c1CN1CCCCCC1,-1.2,3.3,-2.6,6.3,-9.5,3.8,-1.0,-4.7,-0.1
CC(=O)N(/N=C/c1cccc(C)c1)c1nc(-c2ccc(Br)cc2)cs1,15.3,0.9,4.2,-2.9,12.3,-7.9,-0.5,0.2,10.8
O=C(NC1CCCC1)C(c1cccnc1)N(C(=O)c1csnn1)C1CC1 (stereo unspecified),-1.8,2.1,8.8,19.2,5.2,14.2,-2.4,-1.3,-2.8
Cc1cc(C)c(S(=O)(=O)N2CCN(S(=O)(=O)N3CCC(C)CC3)CC2)c(C)c1,-7.5,7.4,3.4,7.0,6.2,10.4,0.8,-0.2,-2.3
Cc1ccc(-n2nc(C)c(=O)c(-c3ccccc3)c2NC(=O)c2cccs2)cc1,-16.4,4.7,-1.2,-5.0,6.4,0.9,-0.2,-0.8,-0.7
COc1ccc(/C=N/NC(=O)c2cccnc2)cc1CN1CCc2ccccc2C1,-0.7,12.0,-0.9,-2.3,12.3,21.9,1.5,-1.1,-1.3
CS(=O)(=O)N1CCN(C(=O)c2cc(-c3cccnc3)nc3ccc(Br)cc23)CC1,1.5,13.7,-10.1,-1.2,2.9,-8.3,0.3,0.2,-2.2
CCOC(=O)c1cc(CC)sc1NC(=O)Cc1ccccc1,-4.3,-6.1,2.7,-12.6,7.5,-13.5,0.7,-1.1,7.8
Cc1cc2c(cc1S(=O)(=O)Nc1cccc(C)c1C)OCC(=O)N2,11.2,10.3,2.9,-0.1,11.4,19.5,-0.6,-3.0,-0.4
